influenza NS1A: H1N1 influenza NS1A inhibitors, functional cell based assay (AID 504329). one-dose inhibition, % at 12.5 µM; IC50 in µM for titrated hits. NS1A functional cell-based assay, percent inhibition; higher % means a stronger effect. actives 0.3% (n = 340,000); in the data active means a potency from the dose series; inconclusive means inhibition above about 27% without an active follow-up result; further: strong numbers were not always called active
PhoP GFP inhibition: PhoP regulon inhibitors, Salmonella typhi PhoP promoter GFP reporter, confirmatory (AID 1850) | Salmonella Typhi PhoP-promoter GFP reporter, fluorescence, 4 h; higher % means a stronger effect | one-dose inhibition, % at 50 µM; IC50 in µM for titrated hits | actives 0.33% (n = 310,000); in the data active means a potency from the dose series; inconclusive means inhibition mostly from about 25% at the one dose, without a potency; inactive means the rest, 99 in 100 with inhibition below about 19%;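 further: 0% = induced wells with vehicle and 100% = uninduced wells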
M. tuberculosis HTS: M. tuberculosis growth inhibition, HTS (AID 449762). M. tuberculosis H37Rv growth inhibition, 7H9 media; higher % means a stronger effect. inhibition, % at 25 µM, or IC50 in µM where a hit was titrated. actives 0.59% (n = 330,000); in the data active means a potency from the dose series; inconclusive means inhibition above about 70% without an active follow-up result;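 further: bacterial growth assessed after seven days of incubation; strong numbers were not always called active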
inhibitors of VEEV: inhibitors of VEEV TC-83 cytopathic effect, confirmation, Vero cells (AID 588727); inhibition, % at 20 µM, or IC50 in µM where a hit was titrated; actives 0.13% (n = 350,000); Vero cells, VEEV TC-83 cytopathic effect inhibition; higher % means a stronger effect; in the data active means a potency from the dose series; inconclusive means inhibition mostly from about 14% at the one dose, without a potency; inactive means the rest, 99 in 100 with inhibition below about 12%; further: strong numbers were not always called active
M. tuberculosis: growth inhibition of non-replicating M. tuberculosis (AID 488890); Mycobacterium tuberculosis non-replicating, growth inhibition; higher % means a stronger effect; inhibition, % at 25 µM, or IC50 in µM where a hit was titrated; actives 0.39% (n = 320,000); in the data active means a potency from the dose series; inconclusive means inhibition mostly from about 82% at the one dose, without a potency; inactive means the rest, 99 in 100 with inhibition below about 76%;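 further: plate controls were DMSO cells for no effect and high antibiotic wells for full effect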
An asterisk follows results filed as active.

Screening CCCn1c(=O)c(C(=O)Nc2cc(C)ccn2)c(O)c2ccccc21 returned influenza NS1A -3.0%, PhoP GFP inhibition -9.4%, M. tuberculosis HTS 3.2%, inhibitors of VEEV 2.3% and M. tuberculosis 9.0%.
CCOC(=O)C1(NC(=O)C2(N3C(=O)c4ccccc4C3=O)CCCC2)CCCC1 was read as influenza NS1A 4.4% and inhibitors of VEEV 0.4%.
Screening Cc1[nH]c2ccccc2c1C(=O)CSc1ncn[nH]1 returned influenza NS1A 1.9%, PhoP GFP inhibition 6.0%, M. tuberculosis HTS 1.9%, inhibitors of VEEV inactive and M. tuberculosis 4.5%.
Screening COc1ccc(CC(=O)N/N=C/c2ccc(Cl)s2)cc1OC returned influenza NS1A 3.0%, PhoP GFP inhibition 4.8%, M. tuberculosis HTS 8.9%, inhibitors of VEEV 1.6% and M. tuberculosis 12.8%.
Screening O=C(NCCN1CCN(C(=O)c2ccc(F)cc2)CC1)c1ccc(F)cc1 returned influenza NS1A 9.1%, PhoP GFP inhibition -6.2%, M. tuberculosis HTS -2.1%, inhibitors of VEEV 1.1% and M. tuberculosis -1.4%.
For CN(C)/C=N/c1nc2ccc3c(c2s1)CCCC3 the results were influenza NS1A -3.5%, PhoP GFP inhibition -12.7%, M. tuberculosis HTS 6.3%, inhibitors of VEEV 2.1% and M. tuberculosis 42.8%.
Screening O=C(Nc1ccccc1F)C(c1ccccc1)c1ccccc1 returned influenza NS1A -1.6%, PhoP GFP inhibition -0.6%, M. tuberculosis HTS -8.8%, inhibitors of VEEV 0.3% and M. tuberculosis -8.4%.
`COc1cc(C(N)=O)cc(Cl)c1OC` gave influenza NS1A 7.6%, PhoP GFP inhibition 1.8%, M. tuberculosis HTS -1.5%, inhibitors of VEEV 3.2% and M. tuberculosis -17.5%.
Screening COC(=O)c1sccc1NC(=O)COc1ccc(Cl)cc1 returned influenza NS1A -3.1%, PhoP GFP inhibition -3.4%, M. tuberculosis HTS -3.1%, inhibitors of VEEV 0.5% and M. tuberculosis 51.8%.
COc1ccc(C(=O)N/N=C/c2ccc(OC)c(COc3c(F)c(F)cc(F)c3F)c2)cc1 was read as influenza NS1A -7.1%, PhoP GFP inhibition -8.0%, M. tuberculosis HTS -9.2%, inhibitors of VEEV 3.4% and M. tuberculosis 2.4%.
CCOc1ccc(NC(=O)CCc2nnc3ccc(N4CCC(C)CC4)nn23)cc1 was read as influenza NS1A 2.3%, PhoP GFP inhibition 8.2%, M. tuberculosis HTS 8.75µM*, inhibitors of VEEV 3.4% and M. tuberculosis 23.0%.
Screening CCC(=O)OCCn1c(=O)c2ccccc2c2ccccc2c1=O returned influenza NS1A -20.6%, PhoP GFP inhibition -9.2%, M. tuberculosis HTS -9.4%, inhibitors of VEEV 1.5% and M. tuberculosis 0.5%.
For COCCn1cc(C(=O)N2CCC3(CC2)OCCO3)c2c3ccccc3n(C)c2c1=O the results were influenza NS1A 5.1%, PhoP GFP inhibition -7.2%, M. tuberculosis HTS 2.8%, inhibitors of VEEV 1.5% and M. tuberculosis 7.1%.
COc1ccc(-n2c(SCC(=O)N/N=C/c3ccccc3OCC(=O)O)nc3ccccc3c2=O)cc1 was read as influenza NS1A 5.1%, PhoP GFP inhibition 8.6%, M. tuberculosis HTS 4.6%, inhibitors of VEEV inactive and M. tuberculosis 27.6%.
CCn1c(N2CCN(C(=S)Nc3ccc(OC)cc3)CC2)nc2ccccc21 was read as influenza NS1A 10.0%, PhoP GFP inhibition -0.5%, M. tuberculosis HTS 0.2%, inhibitors of VEEV 1.9% and M. tuberculosis 9.3%.
For CCCC[C@H]1COCCS(=O)(=O)N1Cc1cccc(F)c1 the results were influenza NS1A 6.6%, PhoP GFP inhibition 11.9%, M. tuberculosis HTS 3.3%, inhibitors of VEEV 0.4% and M. tuberculosis 9.7%.
For CC(=O)NCCC(=O)N(Cc1ccccc1)c1nc2c(C)cccc2s1 the results were influenza NS1A -9.1%, PhoP GFP inhibition -6.2%, M. tuberculosis HTS 6.0%, inhibitors of VEEV 4.0% and M. tuberculosis 12.3%.
Screening O=C(NC(=S)N1CCCC1)c1ccccc1Cl returned influenza NS1A -1.5%, PhoP GFP inhibition -8.6%, M. tuberculosis HTS -3.2%, inhibitors of VEEV 2.7% and M. tuberculosis 7.1%.
`COc1ccc(N2C(=O)C3CCCN3C2c2ccccc2)cc1` (stereo not drawn) gave influenza NS1A -2.0%, PhoP GFP inhibition -13.7%, M. tuberculosis HTS 5.1%, inhibitors of VEEV 1.1% and M. tuberculosis 46.6%.
CC1(C)N=C(N)N=C(N)N1c1cccc(C#N)c1 was read as influenza NS1A -20.2% and inhibitors of VEEV 1.3%.
S=C(NCCc1ccccc1)N/N=C/c1cccc(Cl)c1Cl was read as influenza NS1A -1.9%, PhoP GFP inhibition -2.2%, M. tuberculosis HTS -0.2%, inhibitors of VEEV 2.5% and M. tuberculosis -29.1%.
Screening CS(=O)(=O)N(CC(=O)N1CCCC1)c1cccc(Cl)c1Cl returned influenza NS1A -3.7%, PhoP GFP inhibition -4.4%, M. tuberculosis HTS -2.4%, inhibitors of VEEV 0.5% and M. tuberculosis 20.3%.
For COc1ccc(-n2nc(C(=O)NCC(=O)N3CCN(Cc4ccccc4)CC3)c3ccccc3c2=O)c(OC)c1 the results were influenza NS1A 4.4%, PhoP GFP inhibition -16.4%, M. tuberculosis HTS 17.3%, inhibitors of VEEV 5.6% and M. tuberculosis -3.4%.
Screening Cc1ccc(SCCNC(=O)/C=C/c2cccc([N+](=O)[O-])c2)cc1 returned influenza NS1A 8.0%, PhoP GFP inhibition -5.5%, M. tuberculosis HTS 7.3%, inhibitors of VEEV 0.5% and M. tuberculosis 70.2%.
`Cc1ccc(C2OCC3(CO2)COC(c2ccc(C)cc2)OC3)cc1` (stereo not drawn) gave influenza NS1A -8.2%, PhoP GFP inhibition 4.2%, M. tuberculosis HTS -6.0%, inhibitors of VEEV 0.4% and M. tuberculosis -8.2%.
Cc1ccc(C(=O)N/C(=C\c2ccc(-c3ccc([N+](=O)[O-])cc3)o2)C(=O)NC2CCS(=O)(=O)C2)cc1 (stereo not drawn) was read as influenza NS1A -3.2%, PhoP GFP inhibition -21.0%, M. tuberculosis HTS 2.6%, inhibitors of VEEV 0.6% and M. tuberculosis -19.7%.
N#Cc1ccc(CSc2ccc(S(=O)(=O)N3CCCC3)cn2)cc1 was read as influenza NS1A 3.3%, M. tuberculosis HTS -6.6%, inhibitors of VEEV inactive and M. tuberculosis 31.9%.
`COc1ccc(NC(=O)CSc2nnc3ccc(-c4cccnc4)nn23)cc1OC` gave influenza NS1A -19.3%, PhoP GFP inhibition 5.7%, M. tuberculosis HTS 7.3%, inhibitors of VEEV 7.1% and M. tuberculosis -8.0%.
Screening Cc1ccc(CC(=O)Nc2ccc(OC(F)F)c(Cl)c2)cc1C returned influenza NS1A 0.7%, PhoP GFP inhibition -3.2%, M. tuberculosis HTS -2.4%, inhibitors of VEEV inactive and M. tuberculosis 58.3%.
Screening C=CCNc1nnc(SCC(=O)Nc2ccccc2OC)c2ccccc12 returned influenza NS1A 4.6%, PhoP GFP inhibition -0.3%, M. tuberculosis HTS 3.4%, inhibitors of VEEV 0.1% and M. tuberculosis 13.1%.

Structural class: the compounds so far containing a nitro group on carbon
Screening Cc1ccc(SCCNC(=O)/C=C/c2cccc([N+](=O)[O-])c2)cc1 returned influenza NS1A 8.0%, PhoP GFP inhibition -5.5%, M. tuberculosis HTS 7.3%, inhibitors of VEEV 0.5% and M. tuberculosis 70.2%.
Cc1ccc(C(=O)N/C(=C\c2ccc(-c3ccc([N+](=O)[O-])cc3)o2)C(=O)NC2CCS(=O)(=O)C2)cc1 (stereo not drawn) was read as influenza NS1A -3.2%, PhoP GFP inhibition -21.0%, M. tuberculosis HTS 2.6%, inhibitors of VEEV 0.6% and M. tuberculosis -19.7%.

Further results follow:
`Cc1c(C)n(O)c2ccc3nonc3c12` gave influenza NS1A -2.0%, PhoP GFP inhibition 4.5%, M. tuberculosis HTS -16.9%, inhibitors of VEEV 1.6% and M. tuberculosis -13.9%.
`N#C/C(=C/c1ccco1)c1nc2ccccc2s1` gave influenza NS1A 2.3%, PhoP GFP inhibition -5.2%, M. tuberculosis HTS 2.0%, inhibitors of VEEV inactive and M. tuberculosis 27.5%.
Screening CCOC(=O)c1ccc(NC(=O)c2nc[nH]c2C(=O)NCCNC(=O)c2[nH]cnc2C(=O)Nc2ccc(C(=O)OCC)cc2)cc1 returned influenza NS1A 0.1%, M. tuberculosis HTS 16.7%, inhibitors of VEEV 12.2% and M. tuberculosis -3.8%.
[O-]c1c[n+](-c2ccccc2)no1 was read as influenza NS1A -16.2%, PhoP GFP inhibition 2.3%, M. tuberculosis HTS -2.7%, inhibitors of VEEV inactive and M. tuberculosis 4.2%.
`C/C(=N\NC(=O)Cn1ccc(C(F)(F)F)n1)c1ccco1` gave influenza NS1A -9.8%, PhoP GFP inhibition -3.1%, M. tuberculosis HTS -2.6%, inhibitors of VEEV 0.7% and M. tuberculosis -16.3%.
For COc1ccc(S(=O)(=O)N2CCN(CCCOc3ccc(F)cc3)CC2)cc1OC the results were influenza NS1A -30.0%, PhoP GFP inhibition 12.7%, M. tuberculosis HTS 8.8%, inhibitors of VEEV inactive and M. tuberculosis 32.8%.
`CC(=O)Nc1ccc(S(=O)(=O)N2CCC(N3CCCCCC3)CC2)cc1` gave influenza NS1A -3.8%, PhoP GFP inhibition -3.2%, M. tuberculosis HTS -3.5%, inhibitors of VEEV 0.5% and M. tuberculosis -1.2%.
Cc1ccc(C(=O)Nc2ccc3c(c2)C(=O)NC3=O)cc1 was read as influenza NS1A 27.0%, M. tuberculosis HTS -4.7%, inhibitors of VEEV 1.2% and M. tuberculosis -1.0%.
For COc1ccc(C(O)(CC(C)C)C(CN2CCOCC2)c2ccccc2)cc1 (stereo not drawn) the results were influenza NS1A -0.9%, PhoP GFP inhibition -6.9%, M. tuberculosis HTS 10.0%, inhibitors of VEEV 1.0% and M. tuberculosis 9.9%.
CCCNC(=O)CN1C(=O)COc2ccc(S(=O)(=O)N3CCCCCC3)cc21 was read as influenza NS1A 0.7%, PhoP GFP inhibition -1.1%, M. tuberculosis HTS -5.2%, inhibitors of VEEV 1.4% and M. tuberculosis 2.0%.
CCOC(=O)C1=C(COC(=O)c2ccc(Br)o2)NC(=O)NC1C (stereo not drawn) was read as influenza NS1A -2.2%, PhoP GFP inhibition -2.8%, M. tuberculosis HTS -11.3%, inhibitors of VEEV 0.1% and M. tuberculosis 7.1%.
`CCSc1nc(COC(=O)NC)c(COC(=O)NC)n1C` gave influenza NS1A 8.4% and inhibitors of VEEV 1.5%.
Screening COc1ccc(NC(=O)c2ccccc2NC(=O)c2ccccc2)cc1 returned influenza NS1A -25.0%, PhoP GFP inhibition -14.3%, M. tuberculosis HTS -1.2%, inhibitors of VEEV 0.4% and M. tuberculosis 18.4%.
CCOc1ccccc1-n1c(=O)c2ccccc2c2ccccc2c1=O was read as influenza NS1A -3.9%, PhoP GFP inhibition -3.2%, M. tuberculosis HTS -2.3%, inhibitors of VEEV 0.2% and M. tuberculosis inconclusive.
CCOC(=O)[C@H]1NN=C(C(=O)OC)[C@@H]1c1ccccc1 was read as influenza NS1A 0.5%, PhoP GFP inhibition -1.6%, M. tuberculosis HTS -6.0%, inhibitors of VEEV 0.3% and M. tuberculosis 9.7%.
CCOC(=O)c1ccc(N2C(=O)C(C)=C(C)C2=O)cc1 was read as influenza NS1A 7.2%, PhoP GFP inhibition -2.7%, M. tuberculosis HTS inconclusive, inhibitors of VEEV 4.3% and M. tuberculosis 59.8%.
Screening CCC1SC(CC)C(=O)N(CC(=O)NCc2ccc(F)cc2)C1=O (stereo not drawn) returned influenza NS1A -2.5%, PhoP GFP inhibition -23.4%, M. tuberculosis HTS 5.4%, inhibitors of VEEV 0.3% and M. tuberculosis -13.8%.
For O=C(Nc1ccccc1)Nc1ccccc1C(=O)NCCCN1CCOCC1 the results were influenza NS1A -1.3%, PhoP GFP inhibition -26.2%, M. tuberculosis HTS 2.3%, inhibitors of VEEV inactive and M. tuberculosis -3.5%.
`CC(CNC1CCCCC1)OC(=O)c1ccc([N+](=O)[O-])cc1` (stereo not drawn) gave influenza NS1A -3.1% and inhibitors of VEEV 0.6%.
COc1ccc(Cl)cc1C(=O)OCC(=O)Nc1sccc1C(N)=O was read as influenza NS1A 2.4%, M. tuberculosis HTS 6.6%, inhibitors of VEEV 4.7% and M. tuberculosis 3.5%.
For CC1CN(S(=O)(=O)c2ccc(C(=O)Nc3ccc(S(=O)(=O)Nc4ncccn4)cc3)cc2)CC(C)O1 (stereo not drawn) the results were influenza NS1A -5.5%, PhoP GFP inhibition -3.8%, M. tuberculosis HTS -8.8%, inhibitors of VEEV 1.7% and M. tuberculosis 27.4%.

Screening data deposited in PubChem BioAssay by Southern Research Specialized Biocontainment Screening Center.
